E-sel inducer: E-selectin induction on HUVECs. P16581. HUVEC E-selectin immunofluorescence imaging; normalized: neutral wells 0, TNF-alpha wells 100. AID 686992. activation, % at 7.58 µM. actives 0.37% (n = 260,000);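 active means mean E-selectin-positive cell signal at least 10% of the positive control, reached in at least 60% of replicates, without over 20% cell loss; inconclusive means no rule given, readout overlaps actives, possibly toxicity-flagged; inactive means the rest, including those meeting only one limit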;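 further: in these data hits start at about 27%; measured in HUVEC primary endothelial cells; signal is the percent of cells scored E-selectin positive by PE staining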
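Test system: HUVEC | Signal: Immunofluorescence imaging | Read-out: Percent E-selectin-positive cells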
ERAP1 inh: ERAP1 (human) enzyme inhibition; Q9NZ08; recombinant ERAP1, Leu-AMC fluorescence, 60 min; inhibition, % at 10.7 µM; actives 0.15% (n = 340,000);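 active means mean replicate inhibition of at least 30%, or all replicates individually reaching that 30% level; inactive means mean below 30% and not every replicate reaching it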;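 further: 0% = neutral control wells and 100% = L-leucinethiol positive control wells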
Target sequence (Q9NZ08 whole entry, looked up): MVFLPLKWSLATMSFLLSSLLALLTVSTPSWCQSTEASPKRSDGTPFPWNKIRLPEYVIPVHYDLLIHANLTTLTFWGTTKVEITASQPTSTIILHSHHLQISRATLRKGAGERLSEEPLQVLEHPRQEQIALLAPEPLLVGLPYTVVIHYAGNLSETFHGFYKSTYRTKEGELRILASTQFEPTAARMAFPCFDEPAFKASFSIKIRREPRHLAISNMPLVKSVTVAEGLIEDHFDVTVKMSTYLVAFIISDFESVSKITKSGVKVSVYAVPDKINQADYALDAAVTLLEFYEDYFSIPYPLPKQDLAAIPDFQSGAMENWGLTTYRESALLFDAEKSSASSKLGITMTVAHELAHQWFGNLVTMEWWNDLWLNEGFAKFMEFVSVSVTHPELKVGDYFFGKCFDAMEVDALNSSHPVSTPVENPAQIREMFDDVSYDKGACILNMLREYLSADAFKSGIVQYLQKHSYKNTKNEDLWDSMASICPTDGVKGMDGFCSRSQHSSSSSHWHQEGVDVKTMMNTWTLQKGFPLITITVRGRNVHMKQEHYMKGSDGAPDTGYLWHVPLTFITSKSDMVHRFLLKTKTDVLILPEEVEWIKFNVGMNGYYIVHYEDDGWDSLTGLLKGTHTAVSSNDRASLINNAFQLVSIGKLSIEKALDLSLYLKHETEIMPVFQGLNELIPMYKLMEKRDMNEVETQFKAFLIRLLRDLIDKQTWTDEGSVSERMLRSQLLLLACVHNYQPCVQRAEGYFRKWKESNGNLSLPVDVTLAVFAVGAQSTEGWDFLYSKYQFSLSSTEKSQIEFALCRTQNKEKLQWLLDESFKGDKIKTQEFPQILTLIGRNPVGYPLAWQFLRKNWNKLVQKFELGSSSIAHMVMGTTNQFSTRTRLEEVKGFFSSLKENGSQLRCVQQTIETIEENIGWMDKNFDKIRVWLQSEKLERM
RAD52 anneal inh: RAD52 (human) annealing inhibition; actives 0.46% (n = 360,000); inhibition, % at 18.7 µM; P43351; recombinant RAD52 DNA annealing, FRET fluorescence; AID 651710;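 active means every replicate showing at least 50% inhibition; inconclusive means mean inhibition at least 50% but not in every replicate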
An asterisk follows results filed as active; ? = inconclusive. This is a subset; the hit share may differ from the screen's.

compound	ERAP1 inh	RAD52 anneal inh	E-sel inducer
O=C(NCc1ccccc1F)Nc1ccc([N+](=O)[O-])cc1	-4	-6	-3.0
CCc1c(-c2ccc(Br)cc2)ncn1Cc1cccc(-c2ccccc2)c1	-3	-2	-0.3
CC(Sc1ccccc1)C(=O)NNC(=O)c1ccncc1 (stereo not drawn)	1	-14	0.2
Cc1ccc2[nH]cc(CCNC(=O)c3ccc([N+](=O)[O-])cc3)c2c1	0	-1	0.5
CCN(CC)C(=O)c1ccc(COc2ccccc2Cl)o1	-1	-3	-0.1
COC(=O)C1=C(C)N(Cc2cccc(C(F)(F)F)c2)C(=NCc2ccc3c(c2)OCO3)NC1CCc1ccccc1 (stereo not drawn)	1	35	-0.3
Cc1cc(C)n2c(Nc3ccc4c(c3)OCCO4)c(C3CC3)nc2n1	5	-2	-0.1
COc1ccc([N+](=O)[O-])cc1N(CC(O)CN(C)C)S(=O)(=O)c1ccc(C)cc1 (stereo not drawn)	1	-1	1.9
CC1(C)CC(=O)C(C(N)=NC(=O)c2ccc([N+](=O)[O-])cc2)=C(O)C1	4	-10	0.2
COc1ccc(N2C(=O)c3ccccc3NC23CCCC3)cc1	-4	-15	0.6
COc1ccc(-c2cc(NC(=O)Cc3c(C)[nH]c4ccccc34)ccc2Nc2cccnc2)cc1OC	-5	-51	0.4
O=C(OCC(=O)N1CCc2ccccc2C1)c1cccc([N+](=O)[O-])c1	-3	-4	-8.7
Cn1cncc1C#Cc1ccc(N2C(c3ccsc3)=Cc3ccc(F)cc3C2c2c[nH]c3ccccc23)cc1 (stereo not drawn)	1	4	0.2
CCCNC(=O)N1CCC2(CC1)CN(Cc1ccccc1)[C@@H](CO)c1[nH]c3cc(OC)ccc3c12	-4	-59	0.3
CC(C)CN(C[C@H]1N[C@H](CO)[C@@H]1c1ccccc1)C(=O)C1CCCCC1	1	-69	0.1
O=C(NCCN1CCC(n2c(=O)[nH]c3ccccc32)CC1)c1ccc(Cl)cc1Cl	-2	-8	0.3
Cc1cccc(NC(=O)CN(c2ccc(F)cc2)S(C)(=O)=O)c1	-2	3	2.3
Nc1ccc(S(=O)(=O)Nc2nc(-c3ccccc3)cc(-c3ccccc3O)n2)cc1	3	-8	-0.1
COCc1cc(C)n(CC(=O)Nc2ccc(N3CCOCC3)cc2)c(=O)c1C#N	-5	-7	0.7
CC(=O)Nc1cccc(-c2nc3ccccc3n2C(C(=O)NC(C)(C)C)C2CC2)c1 (stereo not drawn)	-3	-2	-0.4
CN1/C(=C\C=Nc2cc(S(=O)(=O)N3CCOCC3)ccc2N2CCOCC2)C(C)(C)c2ccccc21	8	-29	18
O=C1NCCOc2ccccc21	2	-4	0.0
COc1ccc(C(=O)Nc2cc(OC)c(Cl)cc2Cl)cc1	14	-22	1.1
O=C1CC(C(=O)Nc2ccc(F)cc2)n2cnnc2N1 (stereo not drawn)	3	-1	-0.1

Structures shown so far that contain a nitro group on carbon:
compound	ERAP1 inh	RAD52 anneal inh	E-sel inducer
O=C(NCc1ccccc1F)Nc1ccc([N+](=O)[O-])cc1	-4	-6	-3.0
Cc1ccc2[nH]cc(CCNC(=O)c3ccc([N+](=O)[O-])cc3)c2c1	0	-1	0.5
COc1ccc([N+](=O)[O-])cc1N(CC(O)CN(C)C)S(=O)(=O)c1ccc(C)cc1 (stereo not drawn)	1	-1	1.9
CC1(C)CC(=O)C(C(N)=NC(=O)c2ccc([N+](=O)[O-])cc2)=C(O)C1	4	-10	0.2
O=C(OCC(=O)N1CCc2ccccc2C1)c1cccc([N+](=O)[O-])c1	-3	-4	-8.7

Additional structures
compound	ERAP1 inh	RAD52 anneal inh	E-sel inducer
Cc1cc(OCC(=O)OCC(=O)N(C)c2c(N)n(Cc3ccccc3)c(=O)[nH]c2=O)ccc1Cl	-1	-27	0.2
CC(C)c1nc(Cl)c(C#N)c2c1CCC2	-2	-5	0.1
Cc1cccc(C)c1NC(=O)C(c1ccnc2ccccc12)N1CCN(CCN(C)C)CC1 (stereo not drawn)	-2	-5	0.0
CCS(=O)(=O)NC[C@H]1[C@@H](c2ccccc2)[C@@H](CO)N1CC1CCCC1	0	-12	0.2
CSc1ccc(Cl)c(C(=O)N(C)CC(=O)Nc2ccc(N3CCOCC3)cc2)c1	-1	-8	-0.2
O=C(NNc1c(F)c(F)cc(F)c1F)c1cc2ccccc2oc1=O	6	7	-0.4
Cc1ncc(CO)c(/C=N/NC(=O)c2ccccc2Br)c1O	54*	-15	?
CCCCc1c(-c2ccccc2OC)ncn1C(C)c1ccccc1 (stereo not drawn)	6	-20	0.0

An excerpt from above in order of their number in RAD52 anneal inh, ascending.
compound | ERAP1 inh | RAD52 anneal inh
Cc1cc(OCC(=O)OCC(=O)N(C)c2c(N)n(Cc3ccccc3)c(=O)[nH]c2=O)ccc1Cl | -1 | -27
Cc1ncc(CO)c(/C=N/NC(=O)c2ccccc2Br)c1O | 54* | -15
CCS(=O)(=O)NC[C@H]1[C@@H](c2ccccc2)[C@@H](CO)N1CC1CCCC1 | 0 | -12

(cont.)
compound	ERAP1 inh	RAD52 anneal inh	E-sel inducer
COC(=O)[C@@]12C[C@@H](CC(=O)N3CCC(c4ccccc4)CC3)C(=O)N(CCc3ccc(OC)c(OC)c3)C1=CCC(C)(C)C2	-3	-5	-0.2
Cc1noc(C)c1COC(=O)C(c1ccccc1)c1ccccc1	1	-5	-1.4
Cc1nc2ccc(Br)cc2c(-c2ccccc2)c1C(=O)O	2	-9	-0.1
Nc1ccc2nc(-c3cccc(-c4nc5ccc(N)cc5[nH]4)c3)[nH]c2c1	0	-20	0.2
O=C(CO/N=C/c1ccc(OC(F)F)cc1)NCc1ccc(F)cc1	0	-20	1.6
[O-]/C(=C(\C(=S)NCc1ccc2c(c1)OCO2)[n+]1ccccc1)c1ccc(Cl)s1	1	-29	2.4
CCOC(=O)N1CCC(N2CCN(Cc3ccc(F)c(F)c3)C(CCO)C2)CC1 (stereo not drawn)	-3	-1	0.0
O=C(COC(=O)c1cccc(O)c1)Nc1ccc(OC(F)F)cc1	2	-11	-0.8
CCN(Cc1ccccc1)C(=O)CSc1ccccc1C(=O)O	-3	0	3.5
CCCCCCn1cc(CN2CC(N3CCCCC3)CS2(=O)=O)nn1 (stereo not drawn)	2	-2	-0.1
Cc1ccc(/C=N/Nc2cc(C)nc(N3CCOCC3)n2)cc1	9	-2	2.4
c1cc2c3c(cccc3c1)NN=N2	-3	-1	0.2
Nn1c(SCc2cn3ccccc3n2)nnc1-c1ccncc1	6	-10	1.4
CCCCn1c(N)c(N(CCOC)C(=O)COC(=O)COc2cccc(C(C)=O)c2)c(=O)[nH]c1=O	0	-11	-0.1
COc1ccc(NS(=O)(=O)c2ccc(N3CCOCC3)c(NC(=O)c3ccccc3Cl)c2)cc1	0	-5	-1.3
Cc1cc(NC(=O)c2ccccc2)n(-c2ccccc2)n1	6	-2	3.1
CCCCN(C(=O)c1cccc(S(=O)(=O)N2CCN(C)CC2)c1)c1c(N)n(CC(C)C)c(=O)[nH]c1=O	-1	8	-0.3
Cc1ccc(S(=O)(=O)N2CCN=C2SCc2ccccc2)cc1	11	-6	-0.7
COc1cc2c(cc1OC)C(c1ccccc1[N+](=O)[O-])=NCC2	2	-5	0.1
Clc1cccc(Cc2c(-c3cccc(Br)c3)nc3c4ccccc4ccn23)c1	-2	-48	-0.2
O=C(c1ccc(-n2cncn2)c([N+](=O)[O-])c1)N1CCN(S(=O)(=O)c2c(F)cccc2F)CC1	0	-6	-1.0
CCOc1ccc(Br)cc1S(=O)(=O)NC(=O)c1ccccc1	3	5	0.7
O=C(NNC(=O)C1CCN(S(=O)(=O)c2ccc(Cl)cc2)CC1)c1ccc(S(=O)(=O)N2CCCCC2)cc1	5	0	0.0
O=C(NCC1CCCO1)C(c1ccc(F)cc1)N(CC1CCCO1)C(=O)c1ccc(-c2ccccc2)[nH]1 (stereo not drawn)	2	-14	-1.3
Cn1cccc1C(=O)NNC(=O)COc1ccc(Br)cc1	0	-12	1.5
CC(C)NC(=O)C1(C)CN(S(C)(=O)=O)CC(=O)N1CCCn1ccnc1 (stereo not drawn)	0	1	0.1
O=C1NC(Cc2ccc(O)cc2)c2nc3ccccc3c(=O)n2-c2cc(Cl)ccc21 (stereo not drawn)	-2	-6	0.2
Cc1cc(N=O)no1	16	-16	-0.1
CCOc1ccc(OCC(=O)OCn2c(SC)nnc(C)c2=O)cc1	-2	-12	-1.5
Cc1ccc(C2NC(=O)c3n[nH]c(C(C)C)c32)cc1 (stereo not drawn)	-3	1	-0.2
O=C(C1CCC(CNS(=O)(=O)c2cccc3nsnc23)CC1)N1CCN(c2ccccn2)CC1 (stereo not drawn)	4	-1	0.6
CC(C)C[C@H]1CN(CCCC[C@H]2CNC(=O)C(=O)N2CCc2ccc(O)cc2)C(=O)C(=O)N1Cc1ccccc1	1	1	0.1
CC(NC(=O)COC(=O)CC(c1ccccc1)c1ccccc1)c1ccccc1 (stereo not drawn)	-2	-23	-0.3
COc1ccc2c3c([nH]c2c1)[C@@H](CO)N(Cc1nccs1)CC31CN(C(=O)C2CC2)C1	1	-18	0.2
C#CCCCCCCC#CCN(C)C	-3	-5	0.0
O=C(Nc1ccc(N2CCCCC2)cc1)C(Cl)c1ccccc1 (stereo not drawn)	7	-5	0.3
COc1ccc(N2C(c3ccsc3)=Cc3cc4c(cc3C2c2c[nH]c3ccccc23)OCO4)cc1 (stereo not drawn)	-2	48	1.7
CC(=O)N1C[C@H]2CON(C)[C@H]2C[C@H]1c1ccccc1-c1ccccc1	5	2	-0.1
Cn1c(Cc2ccccc2)n[nH]c1=S	8	-4	0.2
CCN(C1CCS(=O)(=O)C1)S(=O)(=O)c1ccc(OC)c(OC)c1 (stereo not drawn)	0	-1	0.2
COc1cc2c(cc1OC)-c1cc(Nc3ccc(F)cc3)nc(=O)n1CC2	-3	-6	0.6
CC1(C(=O)Nc2ccc3c(c2)OCCO3)CSCC(=O)N1C1CCN(Cc2ccccc2)CC1 (stereo not drawn)	-1	-6	0.1
S=C(NCc1ccco1)N1CCOCC1	3	-1	4.7
CSCCC(NC(=O)c1ccc(Cl)cc1Cl)C(=O)N(C)Cc1nc2ccccc2c(=O)[nH]1 (stereo not drawn)	-1	-13	-0.6
OCc1cc(-c2ccc(Cl)c(Cl)c2)on1	-3	-18	0.0
COc1ccc(C(=O)CSc2n[nH]c(=O)n2Cc2ccco2)cc1	1	-7	-0.2
COc1cc(/C=N/NC(=O)Cc2nnc(N)s2)cc(OC)c1OC	-1	-11	0.5
O=C1OCCC1Sc1nnc(-c2ccccc2Cl)n1Cc1ccccc1 (stereo not drawn)	4	-15	0.6
CC1COc2c3ccccc3nn21 (stereo not drawn)	4	-6	-0.1
O=C(CSc1nncs1)NCCCc1ccccc1	-2	-9	2.1
CC(=O)Nc1ccc2c(c1)-c1ccc(F)cc1C2=O	1	-33	0.0
COc1ccc(C2C=C(Nc3ccccc3)C(=O)N2c2ccccc2)cc1OC (stereo not drawn)	2	-31	0.0
O=C(C1CCCO1)N1CCN(C(=S)Nc2ccc(F)cc2)CC1 (stereo not drawn)	1	-9	-0.2
CN(C)c1ccc(C(=O)N2CCCC2)cc1	-2	-1	-0.8
CCCCCCN(C(=O)CCCCCN1C(=O)NC(c2ccc(-c3ccccc3)cc2)C(C(=O)OCc2ccccc2)=C1C)C(C(=O)NCCCC)C1CCCCC1 (stereo not drawn)	-3	-5	-0.1
CCOC(=O)c1ccc(NC(=O)c2cc(=O)[nH]c3ccccc23)cc1	-1	-18	3.9
COc1ccc(Cl)cc1C=CC=NNC(=O)c1ccncc1	4	-10	-0.6
Cc1ccc(-n2cc(CN3CCC(CO)(Cc4ccccc4)CC3)cn2)cc1	0	19	-0.5
O=C1CC(=O)CC(c2ccccc2)C1	0	-12	0.1

Shown field by field: part of the list above.
> O=C(CSc1nncs1)NCCCc1ccccc1
- ERAP1 inh: -2
- RAD52 anneal inh: -9
- E-sel inducer: 2.1

> CC(=O)Nc1ccc2c(c1)-c1ccc(F)cc1C2=O
- ERAP1 inh: 1
- RAD52 anneal inh: -33
- E-sel inducer: 0.0

> COc1ccc(C2C=C(Nc3ccccc3)C(=O)N2c2ccccc2)cc1OC (stereo not drawn)
- ERAP1 inh: 2
- RAD52 anneal inh: -31
- E-sel inducer: 0.0

Assay outcomes from PubChem.
